Assay outcomes deposited in PubChem BioAssay by Broad Institute.
SIRT5 inh = sirtuin-5 (human) deacylase inhibition; hit rate 1.1% among 330,000; inhibition, % at 15 µM; Q9NXA8; AID 652115; Purified SirT5, succinyl-peptide AMC, trypsin-coupled fluorescence; in the data active = inhibition above about 15%; inconclusive = no clear call, values can overlap the other calls
Target sequence (Q9NXA8 whole entry, looked up): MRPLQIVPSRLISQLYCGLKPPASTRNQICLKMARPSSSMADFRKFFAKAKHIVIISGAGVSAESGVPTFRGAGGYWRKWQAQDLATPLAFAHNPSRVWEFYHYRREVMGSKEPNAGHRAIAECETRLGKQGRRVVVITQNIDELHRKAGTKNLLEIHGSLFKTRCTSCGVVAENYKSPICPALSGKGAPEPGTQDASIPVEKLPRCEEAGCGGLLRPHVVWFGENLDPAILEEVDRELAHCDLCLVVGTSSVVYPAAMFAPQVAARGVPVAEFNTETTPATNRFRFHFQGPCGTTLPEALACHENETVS
Xi reactivation = reactivates the inactive X chromosome in mouse fibroblasts; XiGFP mouse fibroblasts, % GFP-positive cells imaging, 3 d; cells co-treated with 5-aza-dC sensitizer; scaled so ellipticine positive control = 100%; activation, % at 7.58 µM; hit rate 0.055% among 360,000; AID 743238;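 active = mean normalized replicate activation at least 10% and every replicate at or above 10%; inconclusive = only one of the two criteria met; inactive = mean below 10% and not all replicates reach 10%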;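 also: 0% = median of on-plate neutral control wells and 100% = ellipticine 6 µM median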
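material = 68-5-11 XiGFP fibroblast line | medium = DMEM plus 5-aza-dC sensitizer | schedule = 3 days compound exposure | benchmarks = positive control ellipticine, 6 µM final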
PGC1a acetyl inh = lowers PGC1a acetylation signal in U2OS cells. hit rate 0.17% among 350,000. AlphaScreen anti-acetyl-lysine; with virally co-expressed GCN5 acetyltransferase. inhibition, % at 15.6 µM. AID 651687;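 active = every replicate shows inhibition of at least 40%; inconclusive = mean inhibition at least 40% but some replicate below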;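 also: 0% = neutral control wells and 100% = positive control wells; some results beyond the cut were filed as inactive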
Cneo AK release = Cryptococcus neoformans lysis via adenylate kinase release; C. neoformans lysis, adenylate kinase release luminescence, 4 h; normalised: neutral wells 0, clomiphene wells 100; hit rate 0.2% among 360,000; lysis activity, % at 15 µM; AID 651654;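 active = mean lysis activity across replicates of at least 80%, whatever share of replicates individually reach that level; inactive = mean lysis activity below 80%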
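Signal: Adenylate kinase release luminescence | Assay system: Log-phase Cryptococcus neoformans yeast cells | Input: Cells at 5 × 10^6 per mL | Buffer or medium: Fresh YPD growth medium | Compound: Single dose | Schedule: Static 4 h at 37 °C with compound, 1 h detection | Controls: Clomiphene | Read-out: Luminescence rise reflecting yeast cell lysis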
LGR2 antag = Drosophila LGR2 receptor signaling inhibition; HEK293 LGR2, CRE-luciferase, bursicon-stimulated, 4 h; inhibition, % at 9.99 µM; hit rate 0.35% among 380,000; AID 720647;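 active = drop in luminescence signal, shown as inhibition above about 50% in the replicate tests, limit read from the data, passing the limit was not always enough; inconclusive = probably only some replicates passing the limit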;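 also: agonist challenge used bursicon conditioned medium at about half maximal strength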
C2C12 statin = suppressors of simvastatin-induced myotoxicity in C2C12 myotubes | ATP luminescence, 48 h; scaled: DMSO 0, geranylgeraniol control 100 | rescue of ATP level, % at 7.49 µM | hit rate 0.78% among 330,000 | AID 602340;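 active = mean ATP rescue above about 67%, or every replicate alone reaching that limit, limit read from the data, passing the limit was not always enough; inconclusive = no clear call, values can overlap the other calls; inactive = mean under the limit and some replicate under it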;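 also: myotubes were challenged with 10 µM simvastatin during compound exposure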
S100A4 inh HTS = inhibitors of human S100A4 binding to myosin IIA peptide; S100A4/TAMRA-MyoIIA peptide fluorescence polarization; inhibition, % at 10.7 µM; hit rate 0.14% among 360,000;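 active = mean inhibition of at least 70% across replicates, with every replicate also reaching that level; inconclusive = mean inhibition reaches 70% but some replicates fall short; inactive = mean inhibition below 70%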
Target sequence (P26447 whole entry, looked up): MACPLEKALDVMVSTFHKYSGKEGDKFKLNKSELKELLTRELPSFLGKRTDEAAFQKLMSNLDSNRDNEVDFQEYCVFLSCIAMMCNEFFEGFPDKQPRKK
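incubation = readout 5 min after mixing, signal stable up to 60 min | system = S100A4 monomer protein | buffer or medium = HEPES pH 7.2 with CaCl2, KCl, NaCl, DTT, Triton | benchmarks = neutral control DMSO, positive control TFP | also added = fluorescent myosin IIA peptide, 5 nM | compound dosing = one concentration per compound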
ERAP1 inh = ERAP1 (human) enzyme inhibition; recombinant ERAP1, Leu-AMC fluorescence, 60 min; inhibition, % at 10.7 µM; hit rate 0.15% among 340,000;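 active = mean replicate inhibition of at least 30%, or all replicates individually reaching that 30% level; inactive = mean below 30% and not every replicate reaching it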;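 also: 0% = neutral control wells and 100% = L-leucinethiol positive control wells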
Active calls of the source: *; u = inconclusive; x = no result given.

SMILES	SIRT5 inh	Xi reactivation	PGC1a acetyl inh	Cneo AK release	LGR2 antag	C2C12 statin	S100A4 inh HTS	ERAP1 inh
C=Cn1cc(CNC[C@H]2O[C@@H](n3cnc4c(=O)[nH]c(N)nc43)[C@H](O)[C@@H]2O)c(C)n1	0	0.1	1	0	12	-5	-3	0
CC(C)N(C[C@@H]1CSCCS(=O)(=O)N1)C(C)C	-2	0.0	x	x	11	x	-1	-2
O=C(O)c1cccc(Nc2nc(Nc3ccccc3)nc(N3CCCC3)n2)c1	1	0.2	-2	x	x	3	0	-2
F[B-](F)(F)c1cncnc1	2	3.9	x	x	-6	x	-1	-2
Nc1ccccc1C(=O)Nc1ccc(Cl)cc1Cl	-4	0.0	-1	-2	-65	-12	-1	-4
Cc1ccc(C(=O)NC23CC4CC(CC(C4)C2)C3)c(Cl)c1	1	0.0	-8	-1	-12	-14	-1	1
Cc1ccc(S(=O)(=O)n2nc(C)c(C#N)c2N)cc1	6	0.0	x	x	15	x	-3	6
COc1cccc(-c2cnc3c(c2)C(=O)N([C@H](C)CO)C[C@H](C)[C@H](CN(C)Cc2cccc(C(F)(F)F)c2)O3)c1	3	0.2	11	14	-14	x	3	-4
COc1ccccc1NC(=O)c1cc[n+](C)cc1	0	0.2	3	4	-12	-3	-3	103*
Cc1ccc(-n2c(SCC(=O)Nc3cc(S(=O)(=O)N4CCOCC4)ccc3Cl)nc3ccccc3c2=O)cc1	-6	0.1	x	x	5	x	10	4

Whole records, looked up by structure. Order of screens: SIRT5 inh	Xi reactivation	PGC1a acetyl inh	Cneo AK release	LGR2 antag	C2C12 statin	S100A4 inh HTS	ERAP1 inh
Profile of `Cc1ccc(C(=O)NC23CC4CC(CC(C4)C2)C3)c(Cl)c1` = 1	0.0	-8	-1	-12	-14	-1	1
Profile of `CC(C)N(C[C@@H]1CSCCS(=O)(=O)N1)C(C)C` = -2	0.0	x	x	11	x	-1	-2
Profile of `Cc1ccc(S(=O)(=O)n2nc(C)c(C#N)c2N)cc1` = 6	0.0	x	x	15	x	-3	6
Profile of `O=C(O)c1cccc(Nc2nc(Nc3ccccc3)nc(N3CCCC3)n2)c1` = 1	0.2	-2	x	x	3	0	-2

Further results:
SMILES	SIRT5 inh	Xi reactivation	PGC1a acetyl inh	Cneo AK release	LGR2 antag	C2C12 statin	S100A4 inh HTS	ERAP1 inh
C[C@@H]1CN([C@H](C)CO)C(=O)c2cc(NS(=O)(=O)c3ccc(Cl)cc3)ccc2O[C@H]1CN(C)Cc1ccc(Cl)c(Cl)c1	3	0.0	-1	-2	4	14	-8	-1
COc1ccc(NC(=S)N2CCC(NC(=O)c3cccc(F)c3)CC2)cc1	-1	0.1	x	-4	12	-10	-4	2
CCOC(=O)c1cnc(-n2nc(C)cc2C)nc1NNc1cc(C)nc(-c2ccccc2)n1	-2	0.0	x	2	-14	x	-2	0
COc1ccc(C(=O)c2cc(OC)c(OC)c(OC)c2)cc1OC	-1	0.2	-31	x	x	-11	-5	2
COc1ccc2c(c1OC)c(=O)n1c3ccc(OC(C)C(=O)NCCN4CCOCC4)cc3c3ccnc2c31 (stereo not drawn)	-8	x	-10	1	13	-16	-10	10
CCOC(=O)c1c(CN2CCN(CCO)CC2)n(C)c2cc(Br)c(OC)cc12	x	x	-35	-3	15	-18	x	x
O=S(=O)(c1ccccc1)N1CCCN(S(=O)(=O)c2ccccc2)CC1	-3	0.0	x	-3	15	20	1	-3
O=C(NNC(=O)c1cccc(S(=O)(=O)N2CCc3ccccc32)c1)c1ccccc1	2	0.1	10	x	-13	x	-1	-12
Cc1ccc(C)c(S(=O)(=O)N2CCCOC2CNC(=O)C(=O)NCCN2CCOCC2)c1 (stereo not drawn)	0	0.3	4	0	-1	-2	-1	2
O=c1c(Cl)cc(Cl)nn1-c1ccccc1	4	0.1	x	x	-5	x	-20	-1
CNC[C@@H]1OCCCC[C@@H](C)Oc2ccc(NC(=O)Nc3ccc(F)cc3)cc2C(=O)N([C@H](C)CO)C[C@@H]1C	x	0.0	6	0	7	10	1	-1
COc1ccccc1-c1noc(-c2ccccc2C(=O)NCC2CCCO2)n1 (stereo not drawn)	-1	0.9	-3	-3	5	6	2	1
CCOc1cccc(-c2c(C(=O)N/N=C/c3ccc(C)s3)nnn2-c2nonc2N)c1	-4	0.0	5	-4	0	-28	-3	-1
C/C(=N\NC(=O)CC(C)C)c1c(C(F)(F)F)[nH]n(-c2nc3ccccc3s2)c1=O	-3	-0.2	-5	-2	-10	-31	1	x
Cc1ccc(CNC(=O)CCn2cc(-c3ccc(F)cc3)nc2-c2ccncc2)cc1	x	-0.3	-16	0	9	10	3	x
CCC(C(=O)NCc1ccco1)N(C(=O)CNS(=O)(=O)c1ccc(C)cc1)c1ccccc1F (stereo not drawn)	-2	0.0	-3	-1	0	1	-2	-2
Cc1ccc(S(=O)(=O)N2CCN(CC(=O)Nc3ccccc3Cl)CC2)cc1	-2	-0.1	10	2	0	-8	15	-6
S=C(NCc1ccc2c(c1)OCO2)NCc1ccco1	2	0.0	-2	x	-2	x	0	0
O=C(C[C@@H]1C=C[C@@H](NC(=O)C2CCC2)[C@@H](CO)O1)NCc1ccccc1Cl	0	0.2	-4	-3	-6	-4	-4	-1
CN1CCN(C(=O)c2cc3c(c(-c4cccc(-c5cc6ccccc6o5)c4)n2)[C@@H](CCO)N(S(=O)C(C)(C)C)C3)CC1 (stereo partly drawn)	-1	0.1	-19	0	-31	-8	-43	3
CC1CCCC(NC(=O)C2CCN(S(=O)(=O)N3CCCCC3)CC2)C1C (stereo not drawn)	6	0.5	x	x	24	x	-1	-4
C[C@@H]1CN([C@@H](C)CO)C(=O)c2cc(C#Cc3ccccc3)cnc2O[C@@H]1CN(C)C(=O)c1ccccc1	0	0.1	14	-15	18	-14	-5	-1
C/C=C/c1ccccc1[C@@H]1[C@@H](C#N)N(c2nc(CC)cs2)[C@H]1CO	-3	0.0	5	x	-9	x	-3	4
Cc1ccc(-n2ncc3ccccc3c2=O)cc1Cl	-1	1.1	-4	x	-66	x	-6	-3
CCN(CC)c1ccc(/C=N/NC(=O)CNC(=O)c2cccs2)cc1	-2	-0.1	4	-1	2	x	0	-23
Cc1cc(NC(=O)Nc2cccc([N+](=O)[O-])c2)no1	x	0.1	x	x	3	9	-1	x
Cc1cccc(S(=O)(=O)N[C@@H]2CC[C@H](CCNC(=O)c3cnccn3)O[C@@H]2CO)c1	3	-0.4	-5	-15	8	1	3	-2
Cc1cc(C(=O)NNC(=S)NCc2ccccc2)no1	-2	0.5	u	2	6	2	-7	-1
Cc1ccccc1-c1nnc(CS(=O)(=O)c2ccccc2)o1	-2	0.0	19	-3	-85	0	-2	2
O=C(COC(=O)c1ccccn1)Nc1nc(-c2ccccc2)cs1	-2	0.1	4	-1	3	-13	-6	-1
CCn1cc(C(=O)N(C)Cc2ccc(OC(F)F)cc2)c(=O)c2ccc(C)nc21	1	0.0	2	-1	4	0	-16	-6
Cc1noc(C)c1NC(=O)N(C)C[C@H]1Oc2c(NC(=O)Nc3ccc(F)cc3)cccc2C(=O)N([C@@H](C)CO)C[C@@H]1C	-3	0.0	23	-1	11	11	3	1
O=C(NNC(=O)c1ccc2ccccc2c1)c1cccc(Cl)c1	1	0.0	x	-1	-11	2	3	-1
CCOC(=O)c1nnn(-c2nonc2-n2cccc2)c1CN1CCOCC1	-2	x	22	1	16	12	-3	2
c1ccc2c(C3OCC4(CCCCC4)CO3)cccc2c1	-4	0.1	-8	-3	-50	-2	-7	0
COc1ccc([Si](C)(C)[C@H]2[C@H](CCO)O[C@@]3(C(=O)N(Cc4ccc(N5CCCCC5=O)cc4)c4ccccc43)[C@@H]2C)cc1	5	x	0	11	x	x	2	-2
COc1ccc2c3c([nH]c2c1)[C@@H](CO)N(C(=O)c1ccccn1)CC31CN(C(=O)C2CCC2)C1	3	0.0	x	x	-32	x	-49	0
CCCNC(=O)C[C@H]1CC[C@@H]2[C@H](COc3ccc(NC(=O)c4cccs4)cc3C(=O)N2C)O1	0	0.5	-1	-4	21	3	22	x
CCCN(CC1CC1)c1nc(C)nc(Nc2c(Cl)cc(Cl)cc2Cl)c1Cl	2	0.0	x	1	16	1	1	-1
O=C(C[C@@H]1C[C@@H]2c3cc(NC(=O)C4CCC4)ccc3O[C@@H]2[C@H](CO)O1)NCc1ccc(Cl)cc1	-3	0.0	6	-2	-8	-8	5	0
O=C(COC(=O)c1ccc(Cl)cc1Cl)Nc1cccc(S(=O)(=O)NC2=NCCC2)c1	0	1.7	5	0	-10	6	-7	-3
CCOC(=O)C1=C(C)NC(C)=C(C(=O)OCC)C1C(=O)OCC(=O)NC1(C#N)CCCCC1	-12	0.1	x	-1	6	-8	-7	18
COc1ccc(-c2nc3c(Cl)cc(C(F)(F)F)cn3c2Cc2cccc(F)c2)cc1OC	-3	0.1	-12	0	6	u	-1	0
COc1ccc(/C=C/C(=O)c2ccc[nH]2)cc1OC	2	x	-18	-1	-43	10	-1	2
COc1cc(OC)c(C2=NOC(C(=O)Nc3c(C)n(C)n(-c4ccccc4)c3=O)C2)cc1Cl (stereo not drawn)	0	0.2	x	x	-6	x	-19	-2
CSCCC(NS(=O)(=O)c1ccc(C)cc1C)C(=O)Nc1cccnc1 (stereo not drawn)	x	0.0	-18	0	-8	9	-6	2
CCN(CC)C(=S)SCC(=O)Nc1ncc2c(n1)CC(C)(C)CC2=O	-3	0.2	0	-5	6	x	8	x
CC(C)(C)c1cc(CN(CCO)CCO)cc(C(C)(C)C)c1O	x	x	-15	1	10	-6	x	x
CCN(CC(=O)Nc1ccccc1OC)C(=O)c1ccc(NC(=O)c2cccs2)cc1	-2	0.9	-8	-1	0	1	-15	0
C=CCSC1=Nc2cc(OC)c(OC)cc2C2=NC(=O)CN12	-10	0.2	x	1	15	x	0	-1
(cont.)
SMILES	SIRT5 inh	Xi reactivation	PGC1a acetyl inh	Cneo AK release	LGR2 antag	C2C12 statin	S100A4 inh HTS	ERAP1 inh
COc1cccc(C(=O)N2C[C@@H]3[C@H](c4ccccc42)[C@@H](CO)N3Cc2ccccc2Cl)c1	0	0.2	-19	5	7	4	1	-1
O=C(COC(=O)[C@@H]1CC(O)CN1S(=O)(=O)c1ccc([N+](=O)[O-])cc1)NC12CC3CC(CC(C3)C1)C2 (stereo partly drawn)	-2	0.2	5	0	2	x	0	8
COC(=O)CSc1nc2cc(OC)ccc2n1C	-3	x	9	-1	26	x	1	x
COc1ccc([C@@H]2CC(=O)c3c(O)cc(O[C@@H]4OC(CO[C@@H]5OC(C)[C@H](O)[C@@H](O)[C@H]5O)[C@@H](O)[C@H](O)[C@H]4O)cc3O2)cc1O (stereo partly drawn)	2	x	1	0	3	-3	-6	-3
COc1ccc(NC(=O)Nc2ccc3c(c2)CC(=O)N([C@@H](C)CO)C[C@@H](C)[C@@H](CN(C)S(=O)(=O)c2ccc(C)cc2)O3)cc1	1	0.0	-1	x	12	x	-6	-8
O=C(CSc1nnc(NC(=O)C2CC2)s1)NCc1ccc(F)cc1	4	0.1	4	0	14	4	46	1
O=C(Nc1ccccc1)Nc1cccc(NC(=O)Nc2ccccc2)c1F	-3	0.1	-10	-5	5	-10	-4	0

Not all compounds are listed; count on the stated rates, not on these rows.
